Screening data as filed in PubChem BioAssay.
HUVEC prolif 384 – blocks proliferation of human endothelial cells; HUVEC proliferation, CellTiter-Glo luminescence, 72 h; stronger effect = lower value; 1.1% of 86,000 active; viability, % at 10 µM (by protocol);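 active = viability at or below 30%; inactive = viability above 30%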;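 also: 100% = median luminescence of DMSO-only cell control wells on each plate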
VCAM1 TNFa inh – reduces TNF alpha induced VCAM1 expression in HUVEC | HUVEC TNFa-induced VCAM-1 immunofluorescence, high-content imaging | inhibition, % at 2 µM | 0.48% of 95,000 active | AID 802;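 active = inhibition above the batch mean plus 3 SD, with images confirmed as a hit by eye, cut at about 37% in these data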;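 also: 0% = TNF-stimulated DMSO wells and 100% = unstimulated control wells; not every result past the cut was called active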
F-actin modifier – alters cytoskeleton assembly in HUVEC cells; HUVEC TNFa F-actin phalloidin imaging, high content; inhibition, % at 2 µM; 0.18% of 91,000 active; AID 836;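 active = inhibition above the batch mean plus 3 SD and confirmed as a hit by visual image inspection, cut at about 30% in these data, passing the limit was not always enough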; also: strong numbers were not always called active
TNFa cytotox – toxic to HUVEC cells under TNF alpha stimulation. 0.17% of 93,000 active. cell count reduction, % at 2 µM. HUVEC TNFalpha-stimulated, Hoechst cell count, imaging;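 active = cell count reduction exceeding the screen mean by over 5 SD, scaled to untreated wells per plate, cut at about 78% in these data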;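 also: cells counted after 24 h of TNF alpha exposure following the 1 h pretreatment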
HUVEC tox IL1B – HUVEC cytotoxicity counter-screen, IL-1B stimulated; HUVEC cell count loss, Hoechst imaging; cell count reduction, % at 2 µM; 0.41% of 94,000 active;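 active = cell count reduction more than 3 SD above the screen-wide mean, cut at about 70% in these data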;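 also: normalized per plate to untreated control cells as the no-loss baseline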
H69AR growth 86K – blocks growth of human H69AR lung tumor cells; H69AR lung tumor viability, ATP luminescence, 72 h; stronger effect = lower value; viability, % at 10 µM; 6% of 85,000 active;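 active = viability at or below 40%; inactive = viability above 40%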;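 also: multidrug resistant small cell line overexpressing MRP-1 efflux transporter; 100% = mean luminescence of untreated control wells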
Pyk2 oligo antag – Pyk2 (human) oligomerization antagonism | Q14289 | Q293 cells, Pyk2 FERM NanoBiT luminescence; stronger effect = lower value | z-score (the deposit names both 25 µM and 10 µM) | 0.83% of 99,000 active | AID 1347419;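 active = Z-score of -3 or lower, scaled per plate to the spread of control and sample wells; inactive = z-score above -3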;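 also: negative z-score means lost luminescence so less FERM oligomerization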
Smad3 FoxH1 inh – Smad3 (human) transcription factor binding inhibition. inhibition, % at 25 µM. AID 630. TR-FRET Smad3/Dy647-FoxH1 peptide binding, europium anti-His. 0.29% of 88,000 active;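 active = compounds that reduce the energy-transfer binding signal between the protein and its labelled peptide by more than half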;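 also: 0% = Smad3 plus labelled peptide maximal FRET and 100% = peptide-only background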
Target sequence (P84022 whole entry, looked up): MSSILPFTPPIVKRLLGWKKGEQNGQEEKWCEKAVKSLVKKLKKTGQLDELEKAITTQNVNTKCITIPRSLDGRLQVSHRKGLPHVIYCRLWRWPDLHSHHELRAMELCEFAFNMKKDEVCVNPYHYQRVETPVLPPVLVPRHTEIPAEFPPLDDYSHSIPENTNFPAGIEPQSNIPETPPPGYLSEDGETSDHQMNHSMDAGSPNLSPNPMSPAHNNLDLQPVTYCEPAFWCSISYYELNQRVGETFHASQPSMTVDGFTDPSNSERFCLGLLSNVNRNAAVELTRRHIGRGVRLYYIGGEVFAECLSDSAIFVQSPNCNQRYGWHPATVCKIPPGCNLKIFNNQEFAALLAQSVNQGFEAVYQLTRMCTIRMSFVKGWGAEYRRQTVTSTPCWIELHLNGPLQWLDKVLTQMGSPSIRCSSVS
Fibroblast inh – blocks proliferation of human lung fibroblasts; LL 47 human lung fibroblast viability, ATP luminescence; stronger effect = lower value; viability, % at 10 µM; 1.1% of 85,000 active;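 active = viability at or below 50% in the single dose screen; inactive = viability above 50%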;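 also: compound exposure lasted 72 h before the ATP readout; 100% = median luminescence of untreated cell-only wells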
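Test system: LL 47 human lung fibroblasts / Quantity: 1,150 cells in each well / Medium: IMEM growth medium with 15% fetal bovine serum / Incubation: 72 h compound exposure at 37 °C after overnight plating / Detection: CellTiter-Glo luminescence measuring cellular ATP / Read-out: % viability versus median cells-only luminescence / Benchmarks: cell-only wells, no compound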
* hit, by the source's call; nt = no result given; [ ] = remark or other dose. A portion of the library; the hit share may differ from the screen's.

SMILES | HUVEC prolif 384 | VCAM1 TNFa inh | F-actin modifier | TNFa cytotox | HUVEC tox IL1B | H69AR growth 86K | Pyk2 oligo antag | Smad3 FoxH1 inh | Fibroblast inh
CCc1cc2cc3c(cc2nc1SCC(=O)Nc1cc(C)on1)OCO3 | 43 | 18 | 5 | -19 | 14 | 30* | 0.64 | 8[fluorescence artefact?] | 75
O=[N+]([O-])c1ccc(-c2csc3[n+]2CCS3)cc1 | 86 | -10 | 25 | -30 | -52 | 100 | 1.9 | -8 | 103
CC1CCN(CCCCOc2ccc(C(=O)c3ccccc3)cc2)CC1 | 74 | 5 | 23 | 2 | 2 | 65 | 0.7 | 12 | 88
CC1CC(C)CN(C(=O)c2ccncc2)C1 (stereo not drawn) | 97 | -10 | nt | 5 | -32 | 102 | -0.67 | 0 | 105
CCOC(=O)c1c(NC(C)=O)sc2c(O)cccc12 | 82 | nt | nt | nt | nt | 83 | 0.22 | -11 | 100
COc1ccc(N=C/C=C2\C=C(c3ccccc3)OC(C)(C)O2)cc1 | 72 | 10 | -9 | -43 | -14 | 74 | -0.54 | -6 | 95
CCCCNC(=O)C1CCCN1C(=O)NC1CCCCC1 (stereo not drawn) | 109 | 4 | 2 | -19 | -37 | 94 | 2 | -3 | 99
O=C(c1ccc(F)cc1)N1CCN(c2ccc([N+](=O)[O-])c(N3CCCCC3)c2)CC1 | nt | 12 | 17 | -20 | -80 | nt | -0.91 | nt | nt
c1ccc(Cn2nnnc2C(c2ccccc2)N2CCN(c3nc4ccccc4s3)CC2)cc1 (stereo not drawn) | 121 | 23 | 21 | -24 | 16 | 80 | -4.1* | 9[fluorescence artefact?] | 95
COc1ccc(N2CCN(Cc3cc(=O)oc4c3ccc3ccccc34)CC2)cc1 | 81 | nt | nt | nt | nt | 45 | nt | -2 | 89
O=C(Oc1cccc2c(=O)[nH]ccc12)c1ccccc1 | 99 | 12 | 2 | -22 | -17 | 100 | 2.1 | 7 | 95
CN(C)CC(O)COc1cccc(OCC(O)CN(C)C)c1 (stereo not drawn) | nt | -7 | 21 | -39 | -24 | nt | 0.24 | nt | nt
CCCCC(=O)Nc1cc(OCC)c(NC(=O)c2ccccc2[N+](=O)[O-])cc1OCC | nt | 4 | 8 | -12 | 23 | nt | 0.44 | nt | nt
O=C(Cc1ccccc1)N1CCC(c2nc3ccccc3[nH]2)CC1 | 97 | 2 | -14 | -18 | -21 | 98 | 0.7 | -2 | 105
O=C1c2ccccc2C(=O)N1CCCCN(C(=O)c1ccc([N+](=O)[O-])cc1)c1ccc(Cl)cc1 | nt | 15 | 3 | -24 | -14 | nt | 0.89 | nt | nt
CSc1ncccc1C(=O)OCc1ccc(COC(=O)c2cccnc2SC)cc1 | nt | -10 | 5 | -17 | -6 | nt | nt | nt | nt
CNc1ccc(Br)cc(C(=O)/C=C/c2ccc3c(c2)OCO3)c1=O | nt | 7 | -21 | 12 | 5 | nt | 0.98 | nt | nt
O=C(NCc1cccs1)c1cc(-c2ccccc2)on1 | 97 | -20 | 5 | 2 | -21 | 100 | -0.67 | -11 | 103
CCOC(=O)c1ccccc1-n1c(C)cc(C2N=C(N)Nc3nc4ccccc4n32)c1C (stereo not drawn) | nt | 2 | 14 | -8 | -4 | nt | 0.1 | nt | nt
Cc1ccc(NC(=O)c2cccs2)cc1 | 100 | -13 | -21 | 0 | 9 | 96 | 1.4 | 14 | 109
COC(=O)c1ccccc1NC1OC(=O)c2ccccc21 (stereo not drawn) | 104 | nt | -1 | nt | -45 | nt | 0.43 | -7 | 103
S=C(NCc1ccccn1)Nc1ccc(Cl)cc1Cl | nt | -6 | 22 | -20 | 5 | nt | -0.52 | nt | nt
Fc1ccc(C2CC(c3ccco3)n3ncnc3N2)cc1 (stereo not drawn) | 98 | 1 | 11 | 13 | -40 | 100 | nt | 6 | 93
CCN(CC)CCCN1C(=O)C(=O)/C(=C(/O)c2cnn(-c3ccccc3)c2C)C1c1ccncc1 (stereo not drawn) | 86 | -5 | -12 | 1 | -4 | 88 | nt | 10 | 93
COc1ccc(CNc2nc3nc4c(c(=O)n3[nH]2)CCC4)cc1 | 92 | 22 | 8 | 1 | 0 | 97 | -0.08 | -1 | 100

Compounds shown so far with an NH in an aromatic ring (three):
SMILES | HUVEC prolif 384 | VCAM1 TNFa inh | F-actin modifier | TNFa cytotox | HUVEC tox IL1B | H69AR growth 86K | Pyk2 oligo antag | Smad3 FoxH1 inh | Fibroblast inh
O=C(Oc1cccc2c(=O)[nH]ccc12)c1ccccc1 | 99 | 12 | 2 | -22 | -17 | 100 | 2.1 | 7 | 95
O=C(Cc1ccccc1)N1CCC(c2nc3ccccc3[nH]2)CC1 | 97 | 2 | -14 | -18 | -21 | 98 | 0.7 | -2 | 105
COc1ccc(CNc2nc3nc4c(c(=O)n3[nH]2)CCC4)cc1 | 92 | 22 | 8 | 1 | 0 | 97 | -0.08 | -1 | 100

Remaining list, next part:
SMILES | HUVEC prolif 384 | VCAM1 TNFa inh | F-actin modifier | TNFa cytotox | HUVEC tox IL1B | H69AR growth 86K | Pyk2 oligo antag | Smad3 FoxH1 inh | Fibroblast inh
COc1ccc(CNC(=O)C2CCN(C(=O)[C@@H](CC(C)C)NC(=O)OC(C)(C)C)CC2)cc1 | 93 | 20 | -5 | -38 | 23 | 102 | 1.5 | 3 | 106
CCSc1nnc(NC(=O)C2CCCCC2)s1 | 97 | -20 | 10 | 0 | 14 | 98 | -0.5 | 1 | 101
CN(C)c1ccc(C=Nc2ccc(N(C)C)cc2)cc1 | 88 | 3 | -15 | -4 | -4 | 47 | -0.64 | 1 | 91
COc1ccc(NC(=O)Cn2c(=O)sc3ccccc32)c(OC)c1 | 65 | 25 | -3 | -20 | -67 | 83 | nt | -7 | 89
CC(=O)Cc1ccccc1OC(=O)c1ccco1 | 91 | 5 | -7 | -6 | -5 | 86 | -0.26 | -7 | 98
CC(=O)c1cnc(N(C)C)s1 | 98 | -6 | 8 | -25 | 25 | 94 | -0.26 | 11 | 101
CC(=O)N1CCN(c2ccccc2NC(=O)COc2ccc(Br)cc2)CC1 | 88 | -4 | 21 | 11 | -12 | 89 | -0.08 | -4 | 96
CC(C)(C)NC(=O)CSc1nncn1-c1ccccc1 | 103 | 23 | -60 | -11 | -17 | 94 | 0.12 | -4 | 103
Cc1cnc(NC(=O)CSc2ccc(Cl)cc2)s1 | 97 | 4 | -7 | -14 | -5 | 84 | -0.5 | -6 | 92
Cc1cc(OCC(=O)Nc2ccncc2)cc(C)c1Br | 48 | 2 | 21 | -13 | 7 | 102 | 1.1 | 5 | 104
COc1ccc(Cc2nc(C(=O)Nc3ccc(F)cc3)cs2)cc1 | 46 | 1 | 2 | -30 | -1 | 61 | 2 | 21 | 91
CCOc1ccc(C(=O)NCC(=O)OCC(=O)Nc2ccccc2OC)cc1 | 79 | 8 | -5 | -5 | 19 | 94 | 0.75 | -5 | 92
CCOC(=O)c1c(COc2ccccc2)oc2ccc(O)cc12 | 82 | 4 | 0 | -30 | -23 | 95 | nt | 5 | 96
COCC(=O)c1[nH]c2ccccc2c1C | 93 | -2 | -16 | -19 | 4 | 44 | 0.92 | 10 | 94
CC(=O)CC(C)(C)S(=O)(=O)c1ccc(NC(C)=O)cc1 | 106 | -17 | 6 | -22 | -28 | 96 | 0.14 | 1 | 107
O=[N+]([O-])c1ccc(N2CCN(c3nc(-c4ccc(Cl)cc4)cs3)CC2)cc1 | 89 | -10 | -17 | -11 | -8 | 73 | 0.73 | -5 | 77
CCOc1ccc(OCCSc2nc3ccccc3[nH]2)cc1 | 95 | 6 | 1 | 4 | -36 | 85 | -0.48 | -12 | 99
COc1ccc(OC)c(S(=O)(=O)n2nc(-c3ccccc3)cc2N)c1 | 109 | 16 | 6 | 52 | 13 | 99 | nt | 4 | 87
O=C(O)CCCCCNC(=O)CCn1nnc2ccccc2c1=O | 107 | -14 | 28 | -22 | -18 | 104 | 1.2 | 1 | 97
CCOC(=O)c1ccccc1NC(=O)c1ccc2c(=O)n3c(nc2c1)CCCCC3 | 93 | 2 | -12 | -16 | -8 | 84 | nt | 7 | 99
NS(=O)(=O)c1ccc(CNC(=O)CCC2CCCCC2)cc1 | nt | 24 | -24 | 12 | -17 | nt | 2.2 | nt | nt
CCC(C)C(NC(=O)c1ccccc1NC(=O)c1ccco1)C(=O)NC1CCCCC1 (stereo not drawn) | 89 | nt | nt | nt | nt | 71 | 1.4 | 4 | nt
COCCn1c(=S)[nH]c2cc(C(=O)NCC3CCCO3)ccc2c1=O (stereo not drawn) | 103 | 4 | 3 | -4 | -2 | 91 | 2 | 11 | 98
COCCNC(=O)c1cn(C)c2ccc(S(=O)(=O)N(C)C3CCCCC3)cc2c1=O | 74 | nt | nt | nt | nt | 79 | nt | 7 | 75
O=C(Nc1cccc(Oc2c(F)c(F)c(F)c(F)c2F)c1)N1C[C@@H]2C[C@@H](C1)c1cccc(=O)n1C2 | 103 | 1 | 0 | -32 | 7 | 95 | 2.2 | -6 | 99

Continued.
SMILES | HUVEC prolif 384 | VCAM1 TNFa inh | F-actin modifier | TNFa cytotox | HUVEC tox IL1B | H69AR growth 86K | Pyk2 oligo antag | Smad3 FoxH1 inh | Fibroblast inh
CC(=O)Nc1sc2c(c1C(N)=O)CCC2 | 93 | -4 | 4 | -10 | 15 | 83 | 0.3 | 8 | 107
C=CCn1c(Cc2ccc(OC)cc2)nnc1SCc1nc2ccccc2c(=O)[nH]1 | 89 | 14 | -4 | 0 | -1 | 98 | -0.01 | -3 | 102
Fc1ccc(-c2nnc(-c3ccc(Cl)cc3Cl)o2)cc1 | nt | 24 | 1 | -22 | -2 | nt | nt | nt | nt
CCc1nnc(NC(=O)CSc2nc3c(cc2C#N)CCCC3)s1 | 94 | 3 | 4 | -9 | -13 | 81 | 1.7 | -127[fluorescence artefact?] | 104
CCc1c(C)nc(SCCOc2ccc(OC)cc2)[nH]c1=O | 80 | 8 | -6 | -26 | 3 | 99 | nt | 1 | 96
CN1CCN(c2ccc(NC(=O)c3ccc4c(c3)OCO4)cc2)CC1 | 86 | -4 | 20 | -29 | -30 | nt | 0.35 | 0 | 100
Cn1c(=O)c2c(nc(NCCO)n2C)n(C)c1=O | 101 | 4 | 3 | -5 | 17 | 94 | 0.23 | 3 | 100
COc1ccc(Cn2c(C)c(C)c(C#N)c2NC(=O)Nc2ccccc2)cc1 | 81 | 7 | -12 | -4 | nt | 63 | 0.39 | 4 | 101
CC(=O)c1cnn(-c2cc(Oc3ccccc3C)ncn2)c1C | nt | -4 | 13 | -6 | -5 | nt | -0.24 | nt | nt
Cc1oc(-c2ccccc2F)nc1CS(=O)(=O)CC(=O)N1CCN(Cc2ccccc2)CC1 | 83 | nt | nt | nt | nt | 81 | nt | -2 | 95
CCOC(=O)c1c(C)[nH]c(C(=O)OCC(=O)NC2CCS(=O)(=O)C2)c1C (stereo not drawn) | 92 | 6 | -22 | -12 | -19 | 82 | 0.27 | -9 | 101
COC(=O)c1sc2ccccc2c1-n1cccc1C(=O)C(=O)Nc1ccc(OC)cc1 | nt | -4 | nt | 12 | 8 | nt | -0.62 | nt | nt
COc1ccc(-c2nnc(SCc3cccc(C#N)c3)o2)cc1 | 131 | 20 | 0 | -8 | -8 | 98 | -0.92 | 9 | 101
O=C(ON=C1CCN(S(=O)(=O)c2ccccc2)CC1)c1ccc(Cl)cc1 | nt | 0 | -12 | 8 | -17 | nt | 2.5 | nt | nt
CCNC(=S)N1CCN(c2ccc([N+](=O)[O-])cc2)CC1 | nt | 1 | -11 | -6 | 39 | nt | -0.72 | nt | nt
CCOC(=O)c1[nH]c(C)c(CN(CCc2ccccc2)C(=O)CCC(=O)O)c1C | 93 | -7 | 17 | 0 | -21 | 89 | 0.39 | 4 | 96
